Screening data deposited in PubChem by National Center for Advancing Translational Sciences (NCATS).
TRHR ag – qHTS for Small Molecule Agonists and Allosteric Enhancers of Human TRH Receptor: Primary Screen for Agonists. Thyrotropin-releasing hormone receptor (Homo sapiens), P34981. TRHR cells, calcium flux fluo-8, FDSS agonist mode. activation, % at 2 µM. actives 0.18% (n = 360,000). AID 493084, 2011; in the data active means activation above about 30%; further: 0% is about no effect
Target sequence (P34981 whole entry, looked up): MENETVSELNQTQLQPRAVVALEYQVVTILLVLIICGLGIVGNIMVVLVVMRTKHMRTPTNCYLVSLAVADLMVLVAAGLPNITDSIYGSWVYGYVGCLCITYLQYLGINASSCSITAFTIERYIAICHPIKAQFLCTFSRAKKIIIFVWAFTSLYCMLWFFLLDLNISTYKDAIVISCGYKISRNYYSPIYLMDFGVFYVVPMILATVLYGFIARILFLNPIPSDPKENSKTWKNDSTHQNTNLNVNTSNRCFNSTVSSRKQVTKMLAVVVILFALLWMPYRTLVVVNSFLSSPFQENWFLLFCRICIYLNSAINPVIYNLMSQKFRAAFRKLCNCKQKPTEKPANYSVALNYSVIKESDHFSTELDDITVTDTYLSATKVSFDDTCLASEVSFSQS
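Agonist-mode FDSS calcium read (Ex 480/Em 530, 1 s cycles) in 1536-well TRHR cells with fluo-8 dye, after 10-cycle baseline and 23 nL compound addition; TRH at EC20 (10 nM final) added afterwards for the enhancer phase.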
RXFP1 ag – qHTS Assay for Agonists of the Relaxin Receptor RXFP1 | AID 2676, 2010 | Potency, µM (series often up to 57.5 µM), without a hit: at the highest dose activation, most hits filed as activators | HEK293T-RXFP1 cAMP TR-FRET, 30 min; response scale: percent of porcine relaxin response, buffer zero | actives 0.3% (n = 370,000); further: potency means the concentration at half of the fitted maximal effect; on the % scale 0 is the no-effect control and ±100 the full control effect; nearly all actives have a fitted effect of over 60% in size; many of its hits are not listed in these tables
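HEK293T cells stably expressing RXFP1 were pretreated with the PDE4 inhibitor Ro 20174, exposed to compounds for 30 min at 37C, lysed, and cAMP was read by TR-FRET. Data normalized to buffer (basal) and 29 nM porcine relaxin (100%).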
D2 potentiator – HTS Assay for Positive Allosteric Modulators of the Human D2 Dopamine Receptor: Primary Screen for Potentiators; D(2) dopamine receptor (Homo sapiens), P14416; potentiation, % at 10 µM; HEK293 T-REx D2, calcium flux, EC20 dopamine potentiation; actives 0.34% (n = 340,000);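 active means potentiation over 3 SD above the plate norm, cut at about 30% in these data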; further: 0% is about no effect
Target sequence (P14416 whole entry, looked up): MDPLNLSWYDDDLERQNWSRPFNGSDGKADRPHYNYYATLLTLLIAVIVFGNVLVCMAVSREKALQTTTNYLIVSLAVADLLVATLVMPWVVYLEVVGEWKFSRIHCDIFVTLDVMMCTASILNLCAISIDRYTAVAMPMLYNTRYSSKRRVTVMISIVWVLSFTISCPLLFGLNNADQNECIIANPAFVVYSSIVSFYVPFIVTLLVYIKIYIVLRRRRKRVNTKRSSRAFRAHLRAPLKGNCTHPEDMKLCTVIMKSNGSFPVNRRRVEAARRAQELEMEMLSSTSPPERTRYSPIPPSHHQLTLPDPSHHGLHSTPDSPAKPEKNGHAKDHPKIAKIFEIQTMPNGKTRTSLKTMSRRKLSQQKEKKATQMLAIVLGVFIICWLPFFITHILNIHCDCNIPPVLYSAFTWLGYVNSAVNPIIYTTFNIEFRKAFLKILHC
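Primary screen. Calcium kinetics in induced HEK293 T-REx D2 cells: compound pre-addition 180 s, EC20 dopamine, 180 s more.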
TRHR enhancer – qHTS for Small Molecule Agonists and Allosteric Enhancers of Human TRH Receptor: Primary Screen for Enhancers. actives 0.66% (n = 360,000). enhancement, % at 2 µM. TRHR cells, fluo-8 calcium fluorescence, EC20 TRH enhancement. AID 493056, 2011. Thyrotropin-releasing hormone receptor (Homo sapiens), P34981; in the data active means enhancement above about 30%; further: 0% is about no effect
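Enhancer read-out: after compound pinning and an initial kinetic agonist-mode read, an EC20 of TRH (10 nM final) was injected and fluo-8 calcium signal (Ex 480/Em 530) followed at 1 s/cycle for 100 cycles in TRHR-expressing cells.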
D1 antag – Antagonist of Human D 1 Dopamine Receptor: qHTS. D(1A) dopamine receptor (Homo sapiens), P21728. HEK293 TREx D1 cells, calcium flux, dopamine EC80; active compounds read low. activity change, negative = inhibition, % at 10 µM. actives 3.2% (n = 360,000). AID 504652, 2011; in the data active means activity change below about -30%; further: on the % scale 0 is the no-effect control and ±100 the full control effect
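After overnight tetracycline induction at 30 C, force-coupled D1 HEK293 cells took up a no-wash calcium dye at room temperature. Compounds were added and monitored 180 s, and the response to EC80 dopamine was then recorded.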
RXFP1 antagonist – qHTS Assay for Antagonists of the Relaxin Receptor RXFP1. Relaxin receptor 1 (Homo sapiens), Q9HBX9. actives 0.59% (n = 350,000). activity change, negative = inhibition, % at 57.5 µM. HEK293-RXFP1, relaxin-stimulated cAMP HTRF, 30 min; active compounds read low. AID 1259400, 2018;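 active means activity change of -60% or lower, but not beyond a set lower limit; inconclusive means change between -60% and -40%, or beyond the set limit; inactive means change above -40%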; further: on the % scale 0 is the no-effect control and ±100 the full control effect
D1 PAM – Potentiators of Human D1 Dopamine Receptor: qHTS. HEK293 TREx D1 cells, calcium flux, dopamine EC20 potentiation. potentiation, % at 10 µM. actives 0.036% (n = 360,000). AID 504651, 2011; in the data active means potentiation above about 30%; further: 0% is about no effect
Anesthetic bind – qHTS Assay for Identification of Novel General Anesthetics; Potency, µM (doses to about 77.5 µM), for inactives: at the highest dose activity change, negative = displacement, actives largely listed as inhibitors; apoferritin/1-aminoanthracene competitive binding, fluorescence; AID 485281, 2010; actives 0.074% (n = 350,000); Ferritin light chain (Equus caballus), P02791; further: potency means the concentration at half of the fitted maximal effect; on the % scale 0 is the no-effect control and ±100 the full control effect; nearly all actives have a fitted effect of over 20% in size
Target sequence (P02791 2-175 limits assumed): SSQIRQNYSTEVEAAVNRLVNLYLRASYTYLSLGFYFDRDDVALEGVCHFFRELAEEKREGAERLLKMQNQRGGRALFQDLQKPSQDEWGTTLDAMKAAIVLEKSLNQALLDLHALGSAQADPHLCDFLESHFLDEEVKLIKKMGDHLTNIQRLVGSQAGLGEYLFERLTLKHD
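Horse-spleen apoferritin (10 uM) in 50% saturated 1-aminoanthracene in PBS was incubated 10 min at room temperature with compound. Fluorescence (ex 380, em 535 nm) was normalized to free and bound 1-AMA, with concentration-response fitted by a four-parameter Hill equation.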
D1 ag – Allosteric Agonists of the Human D1 Dopamine Receptor: qHTS; AID 504660, 2011; actives 1% (n = 360,000); HEK293 T-REx D1 cells, calcium flux, agonist mode; D(1A) dopamine receptor (Homo sapiens), P21728; activation, % at 2 µM; in the data active means activation above about 30%; further: 0% is about no effect
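Inducible HEK293 T-REx D1 cells, force-coupled to calcium signalling, were plated at 4000 cells/well with tetracycline and held overnight at 30 C. After no-wash calcium dye loading, compound-evoked calcium rise over 180 s flagged agonists.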
* = called active by the depositor; ? = inconclusive; · = not tested or not shown; [ ] = dose if it differs, or a comment. Unless noted, the call rests on the fitted dose curve; in most records, active means well fitted curve in the direction sought with a large enough effect; inconclusive means small, poorly fitted or top-dose-only effect, or another doubt; inactive means no such curve, though single readings can be large; an effect the other way counts as inactive or inconclusive.

SMILES | TRHR ag | RXFP1 ag | D2 potentiator | TRHR enhancer | D1 antag | RXFP1 antagonist | D1 PAM | Anesthetic bind | D1 ag
Cc1ccccc1NC1=C(Cl)C(=O)OC1NC(=O)c1ccccc1 (stereo unspecified) | -0.1 | -1.4% | 1 | -4 | 0 | 16 | 3 | -5% | 1
CC(C)(C)C1CCc2c(sc(NC(=O)c3ccco3)c2C(=O)Nc2ccccc2Cl)C1 (stereo unspecified) | 1.3 | -1.4% | -6 | 4 | 2 | -9 | 3 | 1% | 0
C/C(=N\NC(=S)Nc1ccc(C)cc1)c1cccc(N)c1 | -0.2 | 2.7% | 15 | 5 | 0 | -2 | 11 | -23% | 3
CC(C)C(NC(=O)/C(=C\c1ccco1)NC(=O)c1ccco1)C(=O)O (stereo unspecified) | 1.1 | 3.0% | -3 | 5 | 2 | -4 | 3 | -3% | 3
CCN(C(=O)CSc1nc2ccccc2n1CC(=O)Nc1cccc(C#N)c1)c1ccccc1 | 0.9 | 0.1% | 2 | -2 | -1 | -8 | -1 | -5% | 1
Cc1cnc(C(=O)Nc2cc(F)ccc2C)cn1 | 0.3 | 2.5% | -3 | 0 | 0 | 1 | -2 | -11% | 3
CC(C)c1cc(NC(=O)c2ccccc2)cc(C(C)C)c1O | -1.2 | 4.0% | 3 | 5 | 4 | 26 | 4 | ? | 4
COc1ccc(N(C(C)C(=O)N/N=C/c2ccc(OCC(C)C)cc2)S(C)(=O)=O)cc1 (stereo unspecified) | -0.9 | 2.4% | 7 | 3 | 5 | -5 | 0 | -17% | 0
COc1ccc(-c2cc3nc(C4CCN(C(=O)OC(C)(C)C)CC4)c(C(=O)Nc4cc(C)cc(C)c4)cn3n2)cc1 | 0.9 | 6.3% | 2 | 2 | 10 | -5 | 1 | -7% | 0
COc1ccc(NC(=O)COC(=O)c2c(F)cccc2Cl)cc1OC | 0.2 | 3.0% | -15 | 6 | -1 | · | -4 | -10% | 3
O=C1CC(Sc2cccs2)C(=O)N1c1ccccc1 (stereo unspecified) | -0.2 | 0.1% | 5 | 0 | 5 | -11 | 7 | -22% | 2
COc1ccc(/C=C/C(=O)Nc2cc(C)nn2-c2nc3ccccc3[nH]2)cc1 | 0.6 | 1.7% | -7 | 28 | -41* | -5 | -10 | -7% | 4
Cc1ccc(-c2nn(-c3ccccc3)cc2/C=C2\SC(=S)N(CC(=O)O)C2=O)cc1 | -0.7 | -0.3% | · | 2 | -4 | 8 | 1 | -1% | 1
Cc1ccc(C(=O)N/N=C\c2cc(Br)c(Br)o2)cn1 | -1.0 | 1.4% | 3 | -2 | 6 | 10 | 0 | -15% | 2
CN1CCN(C(=O)c2cc3c(C(F)(F)F)nn(C)c3s2)CC1 | 0.9 | 0.6% | -1 | 16 | -15 | 13 | -7 | 10% | 3
Cc1c(C)c2ccc(OCC(=O)NC(Cc3ccc(Cl)cc3)C(=O)O)cc2oc1=O (stereo unspecified) | -0.2 | 2.8% | -11 | -14 | -1 | · | -1 | -11% | 0
CN(CC(=O)Nc1ccccc1Cl)C(=O)c1ccc(-c2cccc(C(F)(F)F)c2)o1 | 0.0 | 2.4% | -5 | 13 | 0 | · | -4 | · | 6
O=C(c1ccc2c(Cl)c3c(nc2c1)CCCC3)N1CCC(N2CCCCC2)CC1 | -1.0 | 0.5% | 1 | 3 | 38 | 0 | 6 | -16% | -3
C/C(Cl)=C\Cn1c(N2CCCCCC2)nc2c1c(=O)n(C)c(=O)n2C | -0.3 | 1.3% | 1 | -8 | -14 | 8 | -4 | -10% | 1
COc1cccc(N2CCN(C(=O)CN(c3cc(C)cc(C)c3)S(=O)(=O)c3c(C)noc3C)CC2)c1 | -0.9 | 1.9% | -8 | -6 | 6 | -7 | 3 | 44%[activator] | 2
Cc1sc2ncnc(SCC(=O)Nc3nc(-c4ccc(F)c(F)c4)cs3)c2c1C | 0.3 | 0.8% | 5 | 25 | -6 | 2 | -4 | 0% | 1
Cc1ccc(NC(=O)c2cc3ccccc3o2)cc1Cl | -2.0 | 5.5% | 7 | 2 | -2 | -35 | -8 | -6% | 8
Cc1ccc(NC(=O)/C(C#N)=C/c2ccccc2Cl)cc1C | 1.0 | 0.2% | -2 | 1 | -16 | · | -3 | -11% | 0
c1cc2c(cc1Cn1cnnn1)OCO2 | 0.2 | -0.4% | -13 | 2 | 1 | -6 | -1 | -11% | 4
Cc1cc2cc(CNC(=O)Nc3ccc(Cl)c(Cl)c3)ccc2n1C | -1.7 | 14% | 5 | -2 | -5 | 3 | 2 | -13% | 2
SMILES | TRHR ag | RXFP1 ag | D2 potentiator | TRHR enhancer | D1 antag | RXFP1 antagonist | D1 PAM | Anesthetic bind | D1 ag
Cc1ccc(C)c(OCc2nnc(NC(=O)c3ccc4c(c3)OCO4)s2)c1 | -0.2 | 14% | 9 | 15 | 8 | 11 | -3 | -1% | 1
COc1ccccc1/C=C/c1nc(S(=O)(=O)c2ccccc2)c(N2CCC(C(N)=O)CC2)o1 | -1.4 | 9.0% | 14 | 6 | -3 | 20 | -4 | ? | 3
COc1cc(C2Nc3ccccc3NC3=C2C(=O)CC(C)(C)C3)cc(OC)c1OC (stereo unspecified) | -0.1 | -0.1% | -6 | -6 | -6 | 1 | -2 | -9% | 16
NC(=O)NC(=O)C(c1ccccc1)N1CCN(S(=O)(=O)Cc2ccccc2)CC1 (stereo unspecified) | -0.3 | 2.2% | -8 | -2 | -31* | -14 | · | · | 7
O=C(Cc1cccs1)NCc1cc(Cl)cc(Cl)c1 | -1.5 | 1.5% | 6 | -3 | -5 | 11 | -5 | 7% | 0
c1ccc(-c2nnc(CSc3nc4ccccc4[nH]3)o2)cc1 | 0.2 | -0.8% | · | -3 | -6 | 4 | -4 | -16% | 4
CCN(CC)c1ccc(/C=N/N(c2ccccc2)c2ccccc2)c(O)c1 | 0.5 | -0.9% | 13 | 2 | 2 | · | 16 | 9% | 1
COC(=O)/C(=C/Nc1ccccc1)[N+](=O)[O-] | 1.1 | 0.4% | -5 | -2 | -16 | 5 | -3 | -8% | 0
COc1ccccc1N1CCN(C(=O)COc2ccc(C)cc2Br)CC1 | -0.3 | 2.1% | 4 | 1 | -9 | -6 | -1 | -18% | 3
COc1ccc(CNC2CCCCC2C)c(OC)c1 (stereo unspecified) | 0.0 | 1.2% | -1 | -3 | 18 | -2 | 1 | -9% | 3
COCCN(CC1CCCN(C2Cc3ccccc3C2)C1)C(=O)CCSC (stereo unspecified) | 0.2 | 1.2% | -13 | 13 | 24 | -6 | 3 | -4% | -3
CN(C)CC(C(=O)c1ccccc1)c1ccccc1 (stereo unspecified) | -1.0 | 1.1% | · | 2 | 12 | · | -4 | -24% | -1
CCCn1c2ccccc2c2cnn(CC(=O)NC3CCCC(C)C3C)c(=O)c21 (stereo unspecified) | -0.6 | 6.3% | -5 | -4 | -13 | -4 | 0 | -8% | 2
CC(C)CNC(=O)C(=O)Nc1c2c(nn1-c1ccc(Cl)cc1)CSC2 | -0.8 | -0.9% | 1 | 4 | · | -9 | 0 | -11% | 8
COC(=O)CCCCCCCCC(O)CN(C)C (stereo unspecified) | 0.7 | 3.2% | 15 | 3 | 12 | 2 | -11 | -11% | 1
O=C(CN1C(=O)c2cccc3cccc1c23)NC1CCCCC1 | -0.1 | 4.9% | 4 | 3 | 1 | -1 | 1 | -5% | 3
CSc1ccccc1NC(=O)CN(C)C(=O)c1c(C)nn(Cc2ccccc2)c1C | 0.0 | 1.4% | · | -2 | -7 | 2 | 3 | · | 1
COCCN(C(=O)CNC(=O)c1cccs1)C(C(=O)NC1CCCC1)c1cccs1 (stereo unspecified) | -0.3 | 3.5% | -7 | 1 | -11 | 11 | -2 | -13% | 2
NC(=O)Cn1c(=O)n(CCc2ccccc2)c(=O)c2c3c(sc21)CCCC3 | -0.7 | -0.9% | 17 | -3 | -6 | -20 | -4 | -23% | 1
CCOC(=O)CSc1nc(N)cc(=O)[nH]1 | 0.9 | 1.1% | -1 | 2 | 28 | -7 | -4 | -8% | 2
CCC1CN(C(=O)N2CCC(C(=O)NCCC3=CCCCC3)CC2)c2ccccc2O1 (stereo unspecified) | 0.1 | 0.3% | · | 12 | -5 | -9 | -5 | 1% | -1
CCN(CC)c1ccc(/C=N/N2CCN(Cc3ccc(Cl)cc3)CC2)c(O)c1 | -1.4 | 1.9% | 3 | -5 | 60 | 1 | -2 | -5% | 3
O=C(Cc1ccc(Br)cc1)Nc1ccc2[nH]ncc2c1 | 0.2 | 0.3% | -2 | 2 | -7 | 13 | -1 | -3% | 2
COc1ccc(C(=O)c2no[n+]([O-])c2C(=O)c2ccc(OC)cc2)cc1 | 0.0 | -2.0% | -1 | -1 | 0 | ? | -4 | ? | 0
COc1ccc(/C=C/C(=O)Nc2ccc3nc4n(c(=O)c3c2)CCCC4)cc1OC | -0.1 | 8.3% | -1 | -3 | 3 | -4 | 2 | 6% | 1
COc1ccc(CCN(C)C(=O)CN2C(=O)NC3(CCCCC3C)C2=O)cc1OC (stereo unspecified) | 0.8 | -1.3% | 8 | -1 | -17 | 1 | -3 | · | 4

Complete entries, quoted from the list.
Shown for COC(=O)/C(=C/Nc1ccccc1)[N+](=O)[O-] → TRHR ag = 1.1; RXFP1 ag = 0.4%; D2 potentiator = -5; TRHR enhancer = -2; D1 antag = -16; RXFP1 antagonist = 5; D1 PAM = -3; Anesthetic bind = -8%; D1 ag = 0
Shown for c1ccc(-c2nnc(CSc3nc4ccccc4[nH]3)o2)cc1 → TRHR ag = 0.2; RXFP1 ag = -0.8%; D2 potentiator = ·; TRHR enhancer = -3; D1 antag = -6; RXFP1 antagonist = 4; D1 PAM = -4; Anesthetic bind = -16%; D1 ag = 4

Not all compounds are listed; the hit share may differ from the screen's.
